ANO1 block: TMEM16A chloride channel inhibitors, primary screen, cell-based, HTS | AID 588511, 2011 | normalized B-score (activity score, 25-100; higher = stronger inhibition) at 10 µM | HEK293 TMEM16A/YFP iodide influx fluorescence, ionomycin | hit rate 1.2% among 310,000;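 active = ratio plate-corrected score three or more library SD toward inhibition, starting fluorescence score within five deviations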;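 also: score derived from kinetic fluorescence span divided by baseline fluorescence per well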
MrgX1 antag: antagonists of human MrgX1 receptor, primary screen, HEK293 cells, Fluo-4 calcium flux; hit rate 1.3% among 310,000; BAM8-22 antagonism; active compounds read low; B-score at 10 µM; Mas-related G-protein coupled receptor member X1 (Homo sapiens), Q96LB2;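 active = calcium-response B-score plate-corrected more than 3 library SD below zero, starting fluorescence within 5 deviations, no agonist response on first addition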;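 also: peak minus trough fluorescence over baseline after final BAM8-22 challenge near maximal dose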
MrgX1 PAM: positive allosteric modulators of MrgX1, primary screen, HEK293 cells, Fluo-4 calcium flux | FDSS; active compounds read high | B-score at 10 µM | hit rate 0.63% among 310,000 | AID 588675, 2011;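 active = plate-corrected calcium response at least 3 library SD above typical, normal starting fluorescence, not activating the receptor alone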;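 also: compound read alongside a low EC10 to EC30 dose of BAM8-22 agonist; peak minus trough fluorescence over baseline measured at the second addition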
TRPC4 PAM: positive allosteric modulators of TRPC4, primary screen, cell-based, mouse TRPC4beta, HEK293 mu-opioid, Fluo-4 calcium; hit rate 0.42% among 310,000; DAMGO EC20, Fluo-4 Ca2+ flux; active compounds read high; Short transient receptor potential channel 4 (Mus musculus), Q9QUQ5; B-score at 10 µM;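 active = B-score of calcium response area above 5 SD of library B-scores, with initial fluorescence ratio within 5 SD of library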;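 also: B-score of integrated fluorescence ratio over time as area under calcium response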
TMEM16A act: TMEM16A chloride channel activators or potentiators, primary screen, cell-based, HTS; AID 623877, 2012; HEK293 TMEM16A/YFP-H148Q/I152L, iodide quench fluorescence; active compounds read low; B-score at 10 µM; hit rate 0.3% among 340,000;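 active = fluorescence-ratio B-score plate-corrected deviation score at least 3 library SD below zero, with starting fluorescence score within 5 deviations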;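 also: channel opened by trigger with iodide after compound preincubation; score built on the fluorescence ratio of max minus min over baseline; more negative score means more quench and so TMEM16A activation or potentiation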
TRPC6 inhibitor: mouse TRPC6 channel inhibitors, primary screen, cell-based, HEK293, membrane potential dye. Short transient receptor potential channel 6 (Mus musculus), Q61143. ACh-evoked depolarization; active compounds read low. B-score at 10 µM. hit rate 1.1% among 310,000;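 active = B-score under library mean minus 3 SD, initial fluorescence not abnormally high, positive integrated signal ratio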;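 also: B-score derived from integrated fluorescence ratio over the kinetic read; more negative B-score means stronger inhibition of depolarization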
Target sequence (Q61143 whole entry, looked up): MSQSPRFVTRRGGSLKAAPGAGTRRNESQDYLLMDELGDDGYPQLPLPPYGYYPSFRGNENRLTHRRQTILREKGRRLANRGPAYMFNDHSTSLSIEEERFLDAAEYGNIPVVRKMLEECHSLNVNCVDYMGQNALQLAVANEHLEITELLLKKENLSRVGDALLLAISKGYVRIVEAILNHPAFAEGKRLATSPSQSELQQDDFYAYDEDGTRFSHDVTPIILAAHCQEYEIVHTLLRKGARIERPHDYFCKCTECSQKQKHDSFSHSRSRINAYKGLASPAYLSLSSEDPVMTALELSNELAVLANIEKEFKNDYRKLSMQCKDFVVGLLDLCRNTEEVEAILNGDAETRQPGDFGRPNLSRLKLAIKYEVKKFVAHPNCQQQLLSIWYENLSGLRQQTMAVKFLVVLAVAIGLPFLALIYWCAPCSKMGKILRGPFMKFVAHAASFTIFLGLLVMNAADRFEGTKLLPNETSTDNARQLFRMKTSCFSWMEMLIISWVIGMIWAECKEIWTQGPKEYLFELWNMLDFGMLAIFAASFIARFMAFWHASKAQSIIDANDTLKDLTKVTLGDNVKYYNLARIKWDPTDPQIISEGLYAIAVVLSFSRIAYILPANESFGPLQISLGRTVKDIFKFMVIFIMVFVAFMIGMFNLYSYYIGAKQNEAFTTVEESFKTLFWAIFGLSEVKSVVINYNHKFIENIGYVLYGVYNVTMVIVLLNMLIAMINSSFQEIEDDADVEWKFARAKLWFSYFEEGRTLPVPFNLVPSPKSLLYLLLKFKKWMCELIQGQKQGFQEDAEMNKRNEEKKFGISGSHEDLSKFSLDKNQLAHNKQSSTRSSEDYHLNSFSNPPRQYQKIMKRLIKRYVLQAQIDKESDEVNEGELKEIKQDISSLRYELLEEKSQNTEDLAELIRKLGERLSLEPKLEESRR
MrgX1 ag: agonists of human MrgX1 receptor, primary screen, HEK293 cells, Fluo-4 calcium flux; Mas-related G-protein coupled receptor member X1 (Homo sapiens), Q96LB2; Fluo-4 calcium fluorescence, agonist mode; active compounds read high; B-score at 10 µM; hit rate 0.44% among 310,000; AID 588627, 2011;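 active = calcium response B-score plate-corrected fluorescence ratio at least 3 library SD, with starting fluorescence B-score inside 5 SD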
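Material: HEK293 cells stably expressing human MrgX1 receptor | Quantity: 15,000 cells per well | Times: Cells plated overnight, dye loaded 0.5 h 37 °C, 0.5 h room temperature | Measured by: Kinetic Fluo-4 NW fluorescence of intracellular calcium | Control set: Positive and negative controls per plate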
TRPC4 block: inhibitors of mouse TRPC4 channel, primary screen, Fluo4 calcium, HEK293 TRPC4beta/mu-opioid cells | hit rate 0.39% among 300,000 | B-score at 10 µM | Short transient receptor potential channel 4 (Mus musculus), Q9QUQ5 | DAMGO-evoked Fluo4 calcium flux; active compounds read low | AID 2247, 2010;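 active = B-score over 3 SD under the library average, no early fluorescence shift, positive overall ratio signal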
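Test system – stable TRPC4beta/mu-opioid receptor HEK293 cells · Probe or stimulus – DAMGO, a submaximal dose followed by a maximal one · Dosing – one concentration per compound · Signal – Fluo4 calcium fluorescence by kinetic imaging, 5 s 1 Hz baseline · Evaluation – per-well B score of integrated baseline-normalized Fluo4 ratio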
TRPC6 activator: mouse TRPC6 channel activators, primary screen, cell-based, HEK293, membrane potential dye | HEK293-TRPC6 membrane potential dye fluorescence; active compounds read high | hit rate 0.13% among 310,000 | AID 2550, 2010 | B-score at 10 µM | Short transient receptor potential channel 6 (Mus musculus), Q61143;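 active = B-score of the integrated fluorescence ratio above library mean plus 3 SD, and starting fluorescence ratio within library mean plus 5 SD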;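 also: higher score means more depolarization so channel activation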
TRPC4 act: activators of mouse TRPC4 channel, primary screen, Fluo4 calcium, HEK293 TRPC4beta/mu-opioid cells | B-score at 10 µM | Short transient receptor potential channel 4 (Mus musculus), Q9QUQ5 | AID 2237, 2010 | hit rate 0.49% among 310,000 | Fluo4 calcium fluorescence; active compounds read high;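 active = B-score above 5 SD of library B-scores, and initial fluorescence ratio not above library mean plus 5 SD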;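 also: positive B-score marks a calcium rise read as TRPC4 activation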
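Incubation: 45 min room-temperature Fluo4 loading, 110 s read / System: HEK293 cells stably co-expressing mouse TRPC4beta and mu-opioid receptor / Signal: Fluo4 fluorescence, kinetic / Control set: buffer (low) and maximal DAMGO (high) / Measure: integrated baseline-normalised fluorescence ratio, converted to per-well B score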
RGS4 block: RGS4 inhibitors, primary screen, cell-based, HEK293 M3R inducible RGS4, calcium flux. Fluo-4 calcium flux; active compounds read high; triggered by carbachol at its EC20. Regulator of G-protein signaling 4 (Homo sapiens), P49798. B-score at 10 µM. AID 463165, 2010. hit rate 0.45% among 310,000;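 active = B-score, a plate-corrected calcium signal, over three deviations above library mean, with baseline fluorescence within five deviations of library mean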;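 also: RGS4 expression induced by doxycycline in cells with stable M3 receptor; B-score is computed from the integrated fluorescence ratio over baseline after carbachol; higher B-score means a larger calcium signal and so more RGS4 inhibition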
Target sequence (P49798 whole entry, looked up): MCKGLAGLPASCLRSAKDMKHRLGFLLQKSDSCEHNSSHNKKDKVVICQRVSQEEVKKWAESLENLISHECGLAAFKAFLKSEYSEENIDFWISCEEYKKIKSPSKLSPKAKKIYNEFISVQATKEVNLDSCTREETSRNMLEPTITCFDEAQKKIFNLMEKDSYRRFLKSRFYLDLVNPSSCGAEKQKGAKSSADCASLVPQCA
* hit, by the source's call; i = inactive; . = no result given.

Results follow in this order: MrgX1 ag | TMEM16A act | MrgX1 PAM | TRPC4 block | TRPC6 activator | ANO1 block | TRPC4 act | TRPC6 inhibitor | TRPC4 PAM | MrgX1 antag | RGS4 block
CC(=O)c1ccc(NC(=O)CCc2nnc3ccc(N4CCCC4)nn23)cc1
 : i | i | i | i | i | i | i | i | i | i | i
COc1ccc(CN2CCc3ccccc3C2)c(OC)c1
 : i | i | i | i | i | i | i | i | i | i | i
O=C(O)c1ccc(N2C(=O)CC(SC(=NCc3ccc4c(c3)OCO4)Nc3ccc(F)cc3)C2=O)cc1 (stereo not given)
 : i | i | i | i | i | i | i | i | i | i | i
CC(Oc1ccc(Cl)cc1)c1ccnn1S(C)(=O)=O (stereo not given)
 : i | i | i | i | i | i | i | i | i | i | i
COc1cc(/C=N\NC(=O)CNC(=O)c2cccc([N+](=O)[O-])c2)ccc1O
 : i | i | i | i | i | i | i | i | i | i | i
Cc1ccc(NC(=O)NC2(C(=O)NCc3ccccc3)CCCCC2)cc1
 : i | i | i | i | i | i | i | i | i | i | i
Cc1cnnn1-c1ccc([N+](=O)[O-])cc1
 : i | i | i | i | i | i | i | i | i | i | i
Cc1ccc(N(CC(=O)N(C)Cc2ccccc2)S(C)(=O)=O)cc1C
 : i | i | i | i | i | i | i | i | i | i | i
CC(C)CN(C(=O)COC(=O)Cn1cnc2ccccc2c1=O)C1CCS(=O)(=O)C1 (stereo not given)
 : i | i | i | i | i | i | i | i | i | i | i
CCOCCOC(=O)c1[nH]c2c(c1C)C(=O)CC(c1cccs1)C2 (stereo not given)
 : i | i | i | i | i | i | i | i | i | i | i
COc1ccccc1NC(=O)C(=O)NCCC1CCCCN1S(=O)(=O)c1cccs1 (stereo not given)
 : i | i | i | i | i | i | i | i | i | i | i
CC(Sc1nncn1C)C(=O)Nc1ccc(Cl)cn1 (stereo not given)
 : i | i | i | i | i | i | i | i | i | i | i
COCCNC(C)C(=O)C12CC3CC(CC(C3)C1)C2 (stereo not given)
 : i | i | i | i | i | i | i | i | i | i | i
CCN(CC)S(=O)(=O)c1cc(Br)ccc1OC
 : i | i | i | i | i | i | i | i | i | i | i
O=C1CC(SC2=NCCS2)C(=O)N1c1ccc(Br)cc1 (stereo not given)
 : i | i | i | i | i | i | i | i | i | i | i
N#Cc1ccc(Oc2ccc(C(N)=O)cc2)cc1C#N
 : i | . | i | i | i | i | i | i | i | i | i
Cc1nn(-c2ccccc2)nc1C(=O)Nc1ccc2[nH]ncc2c1
 : i | i | i | i | i | i | i | i | i | i | i
Cc1ccc2c(c1)C(=O)N(CCCCO)C2=O
 : i | i | i | i | i | i | i | i | i | i | i
CCNC(=O)c1c(O)c2c([nH]c1=O)CCCC2
 : i | i | i | i | i | i | i | i | i | i | i
COC(=O)CCCC(=O)N1CCC(CO)(CCc2ccccc2)CC1
 : i | i | i | i | i | i | i | i | i | i | i
COc1ccccc1/C=C1\SC(=S)N(CCC(=O)Nc2nnc(C)s2)C1=O
 : i | i | i | i | i | i | i | i | i | i | i
Cc1noc(/C=C/N(C)C)c1S(=O)(=O)N1CCCC(C(=O)Nc2ccc(F)cc2F)C1 (stereo not given)
 : i | i | i | i | i | i | i | i | i | i | i
O=S(=O)(Nc1ccccc1)c1ccc(-c2cnc(C3CC3)o2)cc1
 : i | i | i | i | i | i | i | i | i | i | i
Cn1c(=O)c2c(nc(Sc3n[nH]c(N)n3)n2Cc2ccccc2Cl)n(C)c1=O
 : i | i | i | i | i | i | i | i | i | i | i
CCCn1c(=O)c2c(ncn2C)n(CCC)c1=O
 : i | i | i | . | . | i | . | . | . | i | .
COc1cc(C=C(c2nc3ccccc3s2)c2nc3ccccc3s2)ccc1O
 : i | -6.7* | i | i | i | i | i | i | i | i | i
CCOC(=O)c1cc(-c2cccc([N+](=O)[O-])c2)n[nH]1
 : i | i | i | i | i | i | i | i | 23* | i | i
C/C(=N/NC(=O)C1CCCN1C(=O)c1ccc([N+](=O)[O-])cc1)c1ccc(Br)cc1 (stereo not given)
 : . | i | . | i | i | . | i | i | i | . | i
Cc1ccc(S(=O)(=O)NCCCn2ccnc2)cc1C(=O)NC(C)C
 : i | i | i | i | i | i | i | i | i | i | i
CN(C)/C=C/C(=O)c1ccccc1OCc1cnc(Cl)s1
 : i | i | i | i | i | i | i | i | i | i | i
CC1(C)CC(=O)C=C(NCCN2CCN(C(=O)Nc3ccccc3)CC2)C1
 : i | i | i | i | i | i | i | i | i | i | i
CN(C)C(=O)N1CCC(C(=O)NCc2ccccc2Cl)CC1
 : i | i | i | i | i | i | i | i | i | i | i
O=C(COC(=O)c1cnccn1)c1ccc([N+](=O)[O-])cc1
 : i | i | i | i | i | i | i | i | i | i | i
CCOC(=O)c1cc(COc2cc(Cl)cc(Cl)c2)on1
 : i | . | i | i | i | i | i | i | i | i | i
CC/C(=N/O)c1cnnc(SC)n1
 : i | i | i | i | i | i | i | i | i | i | i
Cc1ccc2cc(CCNC(=O)c3cc4ccccc4o3)c(=O)[nH]c2c1C
 : i | i | i | i | i | i | i | i | i | i | i
CCc1ccc(C(=O)O)cc1
 : i | i | i | i | i | i | i | i | i | i | i
COC(=O)c1ccc(N2OC3(C)C=CC2CC3)cc1 (stereo not given)
 : i | i | i | i | i | i | i | i | i | i | i
CCOC(=O)Cn1nc(C)c(NC(=O)COc2ccc([N+](=O)[O-])c(C)c2)c1C
 : i | i | i | i | i | i | i | i | i | i | i
CCOc1ncccc1C(=O)OCC(=O)Nc1ccc(C(C)C)cc1
 : i | i | i | i | i | i | i | i | i | i | i
Cc1ccc(CNC(=O)CCS(=O)(=O)c2cc3c(cc2Cl)NC(=O)CO3)o1
 : i | i | i | i | i | i | i | i | i | i | i
COc1cccc(NS(=O)(=O)c2ccc3c(c2)NC(=O)CC(=O)N3)c1
 : i | i | i | i | i | i | i | i | i | i | i
Cc1ccc(-n2ncc(C(=O)Nc3ccc(Cl)cc3)c2C2CCNCC2)cc1C
 : i | i | i | i | i | i | i | i | i | i | i
Cc1ccccc1C(=O)NNC1=NCCC1
 : i | i | i | i | i | i | i | i | i | i | i
COC(=O)c1ccccc1NC(=O)COC(=O)C1CCCCC1
 : i | i | 8.3* | i | i | i | i | -5* | i | i | i
O=C(NCc1ccccc1)C(c1ccco1)N(C(=O)c1ccccn1)c1ccc(F)cc1 (stereo not given)
 : i | i | i | i | i | i | i | i | i | i | i
Cc1cc(NC(=O)c2cccs2)n(-c2nc3ccccc3[nH]2)n1
 : i | i | i | i | i | i | i | i | i | i | i
COc1ccc(OC)c(/C=C/C(=O)c2ccc3c(c2)OCCO3)c1
 : i | i | i | i | i | i | i | i | i | i | i
COc1ccc(OC)c(C2=NOC(C(=O)Nc3cc(C)nn3-c3ccccc3)C2)c1 (stereo not given)
 : i | i | i | i | i | i | i | i | i | i | i
C[C@@H]1CCC(=O)N(C[C@@H](C)CSc2ccccc2)CC1
 : i | i | i | i | i | i | i | i | i | i | i
COc1ccc(S(=O)(=O)N2CCC(C(=O)NCC(c3cccs3)N(C)C)CC2)cc1 (stereo not given)
 : i | i | i | i | i | i | i | i | i | i | i
Cc1nnc(NC(=O)CCS(=O)(=O)Cc2ccccc2)s1
 : i | i | i | i | i | i | i | i | i | i | i
CCn1c(O)c(C=NC2CCCC(C)C2C)sc1=S (stereo not given)
 : i | i | i | i | i | i | i | i | i | i | i
N#CC1(NC(=O)CSc2nnc(-c3ccccc3F)o2)CCCCC1
 : i | i | i | i | i | i | i | i | i | i | i
CN1CCN(S(=O)(=O)c2ccc(N3CCN(C(c4ccccc4)c4ccccc4)CC3)nc2)CC1
 : i | i | i | i | i | i | i | i | i | i | i
O=C(NCc1ccccn1)c1ccc(CNS(=O)(=O)c2ccc(F)cc2)cc1
 : i | i | i | i | i | i | i | i | i | i | i
Cc1ccc(O)c(C(=O)c2cnc3c(c2)c(=O)n(C)c(=O)n3C)c1
 : i | i | i | i | i | i | i | i | i | i | i
CCC(=O)Nc1c2c(nn1-c1ccc(F)cc1)CS(=O)C2 (stereo not given)
 : i | i | i | i | i | i | i | i | i | i | i
O=C(CCC(=O)NNC(=O)COc1ccccc1)NCc1ccccc1
 : i | i | i | i | i | i | i | i | i | i | i
COc1ccc(-c2cc3ccc(OCC(C)=O)cc3oc2=O)cc1OC
 : i | i | i | i | i | i | i | i | i | i | i

Other entries:
Results follow in this order: MrgX1 ag | TMEM16A act | MrgX1 PAM | TRPC4 block | TRPC6 activator | ANO1 block | TRPC4 act | TRPC6 inhibitor | TRPC4 PAM | MrgX1 antag | RGS4 block
O=C(NC1CCCc2c1cnn2-c1cc(F)cc(F)c1)c1ccccn1 (stereo not given)
 : i | i | i | i | i | i | i | i | i | i | i
CC(=O)N1CCc2cc(S(=O)(=O)NC(C(=O)NC3CCCc4ccccc43)C(C)C)ccc21 (stereo not given)
 : i | i | i | i | i | i | i | i | i | i | i
N#CC(C#N)=Cc1c(N2CCN(c3ccccc3)CC2)nc2ccccn2c1=O
 : i | i | i | i | i | i | i | i | i | i | i
CCn1c(CC(=O)Nc2ccccc2)nnc1SCc1nc2ccccc2c(=O)[nH]1
 : i | i | i | i | i | i | i | i | i | i | i
O=C(NC(=S)Nc1ccc(S(=O)(=O)N2CCCC2)cc1)C1CC1
 : i | i | i | i | i | i | i | i | i | i | i
Clc1ccc(CNCCC2=CCCCC2)cc1
 : i | i | i | i | i | i | i | i | i | i | i
CN1C(=O)/C(=C/c2cc(N=Nc3ccccc3)ccc2O)SC1=S
 : i | i | i | i | i | 100* | i | i | i | i | i
